NSD2 HMT inh: blocks human histone methyltransferase NSD2 | inhibition, % at 12.5 µM | actives 0.54% (n = 310,000) | O96028 | NSD2 peptide methylation, AlphaScreen, 120 min | AID 743445; in the data active = inhibition above about 50%
Rtt109 HAT inh: C. albicans Rtt109 histone acetyltransferase inhibition. purified Rtt109/Vps75, ThioGlo CoA-SH fluorescence, 4 h. inhibition, % at 34.9 µM. actives 0.16% (n = 330,000);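 active = inhibition of at least 50% in every replicate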
Target sequence (Q5AAJ8 whole entry, looked up): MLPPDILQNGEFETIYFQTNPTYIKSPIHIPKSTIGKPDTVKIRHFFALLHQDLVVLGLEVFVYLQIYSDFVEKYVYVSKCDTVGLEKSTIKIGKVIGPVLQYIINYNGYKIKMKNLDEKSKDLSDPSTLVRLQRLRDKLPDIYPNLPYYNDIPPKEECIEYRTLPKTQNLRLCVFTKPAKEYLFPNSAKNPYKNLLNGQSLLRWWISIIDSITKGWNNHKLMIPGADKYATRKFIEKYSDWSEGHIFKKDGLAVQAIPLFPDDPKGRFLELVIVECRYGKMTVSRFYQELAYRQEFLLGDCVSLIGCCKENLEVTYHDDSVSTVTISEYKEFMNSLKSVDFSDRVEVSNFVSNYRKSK
CDK5 p35 inh: blocks human CDK5/p35 kinase activity. Recombinant CDK5/p35, ADP-Glo luminescence, 60 min. inhibition, % at 10 µM. actives 0.01% (n = 330,000);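 active = highest replicate inhibition of at least 50% and at least 75% of replicates reaching 50%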;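 note: plate controls were DMSO neutral control for no effect and GW8510 at 10 µM for full effect; many of its hits are not listed in these tables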
Target sequence (Q00535 whole entry, looked up): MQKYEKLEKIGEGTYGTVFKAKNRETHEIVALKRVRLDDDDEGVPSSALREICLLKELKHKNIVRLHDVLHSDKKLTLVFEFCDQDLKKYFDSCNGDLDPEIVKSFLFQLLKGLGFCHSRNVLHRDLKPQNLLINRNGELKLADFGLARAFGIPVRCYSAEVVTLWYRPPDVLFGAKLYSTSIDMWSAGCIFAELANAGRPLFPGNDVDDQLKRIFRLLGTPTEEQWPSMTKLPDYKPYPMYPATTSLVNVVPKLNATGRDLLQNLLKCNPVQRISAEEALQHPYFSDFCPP
Target sequence (Q15078 whole entry, looked up): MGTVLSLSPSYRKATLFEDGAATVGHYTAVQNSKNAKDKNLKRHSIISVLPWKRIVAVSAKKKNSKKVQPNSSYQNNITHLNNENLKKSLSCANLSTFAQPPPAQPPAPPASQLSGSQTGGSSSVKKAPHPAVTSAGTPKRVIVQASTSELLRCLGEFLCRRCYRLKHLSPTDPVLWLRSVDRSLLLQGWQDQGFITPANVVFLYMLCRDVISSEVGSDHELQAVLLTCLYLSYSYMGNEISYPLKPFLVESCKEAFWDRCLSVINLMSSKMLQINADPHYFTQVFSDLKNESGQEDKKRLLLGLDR
C-LANA FP: KSHV C-LANA DNA binding inhibition; MBP-C-LANA/FAM-LBS DNA binding, fluorescence polarization; inhibition, % at 9 µM; actives 0.078% (n = 340,000);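 active = highest replicate inhibition at or above 60% at 9 µM, even if other replicates fall short; inactive = all replicates below 60% inhibition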;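 note: 0% = neutral control wells and 100% = 4 µM acridine orange control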
PvdQ acylase: P. aeruginosa PvdQ acylase inhibition. inhibition, % at 10 µM. AID 488965. actives 0.063% (n = 340,000). purified PvdQ acylase, fluorescence plate reader; in the data active = inhibition above about 30%, passing the limit was not always enough;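 note: 0% = vehicle neutral wells and 100% = reference inhibitor wells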
SUMO Mot1 rescue: inhibitors of SUMOylation pathway: yeast Mot1-301 growth rescue | S. cerevisiae Mot1-301 growth rescue, ATP luminescence, 38.5C; percent above DMSO median, 100 means doubled | growth rescue, % at 18.8 µM | actives 1% (n = 320,000);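 active = every valid replicate shows activation above 250% relative to neutral control wells; inactive = the rest, any valid replicate at or below 250%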;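 note: OY570 slx delta 5 strain wells were the positive control but not used for scaling; some compounds called inactive have numbers as strong as hits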
Keap1 Nrf2 FP: disrupts human Keap1 binding to Nrf2 peptide. AID 504523. Q14145. Keap1 Kelch-Nrf2 peptide fluorescence polarization, 1536-well. actives 0.15% (n = 340,000). inhibition, % at 9.4 µM; in the data active = inhibition above about 12%;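 note: human Keap1 Kelch domain with fluorescein labeled Nrf2 9mer peptide probe; 0% = neutral control wells and 100% = peptide positive control; higher means more block of Keap1 binding to Nrf2 peptide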
Cardiac RTF inh: cardiac RTF calcium desensitization. P19429+P45379. IANBD-labeled cardiac RTF, Ca2+ fluorescence. inhibition, % at 7.15 µM. actives 0.12% (n = 340,000). AID 493244;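 active = inhibition above the mean inhibition of all tested compounds plus 3 SD, cut at about 17% in these data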;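 note: assay run at fixed EC70 calcium of 1.6 mM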
dFosB activator: mouse delta FosB homodimer activation. purified delta FosB, TAMRA-CDK5 oligo fluorescence polarization; percent of positive-control signal above neutral wells. P13346. AID 493131. actives 0.99% (n = 340,000). activation, % at 25 µM;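 active = mean activation above about 17%, with every replicate also reaching it, limit read from the data, passing the limit was not always enough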;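 note: fluorescence polarization rise as delta FosB binds a TAMRA Cdk5 AP-1 oligo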
PfHsp90 yeast 2: growth inhibition of yeast expressing Plasmodium Hsp90; S. cerevisiae expressing PfHsp90, BacTiter-Glo ATP, 48 h; yeast lacking PDR1 and PDR3 efflux regulators; inhibition, % at 9.4 µM; actives 0.32% (n = 310,000);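 active = every replicate shows inhibition above about 80%, whatever the replicate mean, limit read from the data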;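 note: 0% = DMSO neutral controls and 100% = 20 µM radicicol positive controls; yeast relying on Plasmodium falciparum Hsp90 in place of its own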
cardiac RTF act: increases calcium sensitivity of human cardiac regulated thin filaments; P19429+P45379; IANBD-labeled TnC RTF fluorescence at EC20 calcium; 0% EC20 calcium, 100% full calcium; activation, % at 7.2 µM; actives 0.24% (n = 340,000); AID 493008;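 active = activation above the mean over all tested compounds plus 3 SD, cut at about 30% in these data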;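 note: rise in fluorescence read as greater calcium sensitivity of cardiac thin filaments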
* hit, by the source's call; x = not tested or not shown.

The line under a structure holds: PvdQ acylase | NSD2 HMT inh | CDK5 p35 inh | Cardiac RTF inh | Rtt109 HAT inh | SUMO Mot1 rescue | PfHsp90 yeast 2 | dFosB activator | cardiac RTF act | C-LANA FP | Keap1 Nrf2 FP
- CC(C)(c1ccccc1)c1ccc(OCc2ccc(C(=O)O)o2)cc1
→ 14.3 | x | -0.7 | -8.7 | 2.3 | x | -7.9 | -3.7 | -9.1 | -1.9 | -3.4
- COc1ccccc1-c1nc(SCC(=O)NCc2ccco2)c2c(=O)n(C)c(=O)n(C)c2n1
→ -17.0 | -2.2 | 1.6 | -0.1 | -4.6 | 393.1 | -14.4 | 7.0 | 1.2 | 0.2 | -3.4
- COc1ccc(C(=O)CSc2nnc(-c3ccccc3)o2)cc1
→ -9.7 | 0.1 | -0.6 | -2.3 | 4.6 | -12.7 | 15.1 | -3.3 | 3.4 | 0.1 | -5.1
- COc1cccc(NS(=O)(=O)CC23CCC(CC2=O)C3(C)C)c1 (stereo not given)
→ 13.3 | -3.7 | 1.1 | -2.6 | 12.4 | 198.0 | 7.5 | -9.3 | -12.0 | 2.6 | 3.7
- O=C(Nc1cccnc1)c1ccc(Cl)c(Cl)c1
→ -1.7 | -4.3 | 0.4 | -10.3 | 2.8 | 10.1 | -3.1 | -18.2 | -5.2 | -1.0 | -2.3
- CC(C)(C)n1nc2c(c1NC(=O)c1ccco1)CS(=O)C2 (stereo not given)
→ -1.5 | -7.5 | -0.4 | -21.8 | -4.9 | -0.1 | 15.7 | -4.0 | 5.3 | -0.4 | 0.9
- O=C(NCc1ccccc1)c1nc[nH]c1C(=O)NCc1ccccc1
→ 9.3 | -2.1 | -0.3 | -4.4 | 13.2 | x | 5.3 | -20.2 | 9.6 | -1.3 | -5.6
- CC(C)(C)C(=O)Nc1cc2c3c(c1)CCN3C(=O)CC2
→ -10.9 | -3.0 | 2.8 | 3.7 | -27.4 | 23.1 | 17.3 | -13.2 | 4.0 | 0.1 | -4.7
- Cc1ccc(S(=O)(=O)Nc2c(C)n(C)n(-c3ccccc3)c2=O)cc1C(=O)NCc1ccco1
→ 1.3 | 0.6 | 0.2 | -1.1 | 15.1 | x | -3.1 | -2.1 | -3.7 | -1.1 | -4.6
- CCN(CC)c1ccc(C=N/C(C#N)=C(\N)C#N)cc1
→ 9.3 | -0.8 | -0.6 | -4.2 | 6.2 | -12.8 | x | 4.6 | 13.6 | -4.1 | -13.3
- NC(=O)c1nsc(C(=O)N(Cc2ccco2)C(C(=O)NCC2CCCO2)c2ccc(F)cc2)c1N (stereo not given)
→ 7.4 | 1.6 | 2.8 | 6.9 | -1.0 | x | -4.2 | -2.1 | -3.7 | -0.5 | 0.0
- CCSc1nnc(-c2cccc(S(=O)(=O)N(CC)CC)c2)n1Cc1ccccc1
→ 9.1 | 1.4 | -2.3 | -3.8 | 11.8 | -27.6 | 1.9 | -16.1 | -0.4 | -0.1 | 1.3
- O=C1CCC(/C=C/c2ccccc2)=NN1Cc1ccc(F)cc1
→ 3.5 | -5.5 | -9.8 | -6.3 | 7.6 | 266.7 | -11.3 | 0.2 | 4.2 | -0.3 | 1.8
- Nc1ccccc1C(=O)Nc1cccc(C(=O)O)c1
→ 12.5 | -1.7 | -2.1 | 0.4 | -0.7 | 1.8 | 24.2 | -6.1 | -6.7 | 3.1 | -1.1
- CCC(CC)C(=O)Nc1nnc(S(=O)(=O)Nc2ccccc2C)s1
→ -11.9 | 35.8 | 0.8 | -10.8 | -5.0 | -7.4 | -42.8 | -3.0 | 1.8 | 0.6 | 0.1
- CCOc1cc2c(cc1OCC)C(c1ccc(F)cc1)NCC2 (stereo not given)
→ 9.0 | 2.0 | 0.7 | -7.1 | 3.2 | 21.0 | -1.3 | 1.0 | -3.1 | 2.6 | 0.1
- COc1ccc(-c2noc(CN(C)S(=O)(=O)c3ccc(Cl)cc3)n2)cc1OC
→ 7.0 | -0.2 | -0.8 | 1.0 | 9.3 | -4.5 | x | -0.2 | -1.6 | 1.4 | -5.0
- CCOC(=O)C1=C(C)Nc2sc(C(=O)c3ccc(F)cc3)c(N)c2C1c1ccc(C(=O)OC)cc1 (stereo not given)
→ -20.5 | -2.3 | 0.5 | 6.2 | -5.9 | 0.3 | -3.3 | -15.3 | -3.3 | 0.3 | -7.0
- Cc1ccc(N(CC(O)Cn2c3ccccc3c3ccccc32)S(C)(=O)=O)c(C)c1 (stereo not given)
→ 0.5 | -0.3 | -3.6 | 1.0 | -1.5 | 2.2 | 1.6 | -17.5 | 3.6 | -0.3 | -3.1
- COc1ccccc1N1CCN(C(c2ccc(C)cc2)c2nnnn2C(C)C)CC1 (stereo not given)
→ -14.9 | x | 0.7 | -6.3 | -10.6 | -30.9 | 8.7 | -3.3 | -0.3 | -0.9 | 4.2

A few values from the entries so far.
CCC(CC)C(=O)Nc1nnc(S(=O)(=O)Nc2ccccc2C)s1 in C-LANA FP is listed with 0.6
O=C(Nc1cccnc1)c1ccc(Cl)c(Cl)c1 in C-LANA FP is listed with -1.0

The listing continues.
The line under a structure holds: PvdQ acylase | NSD2 HMT inh | CDK5 p35 inh | Cardiac RTF inh | Rtt109 HAT inh | SUMO Mot1 rescue | PfHsp90 yeast 2 | dFosB activator | cardiac RTF act | C-LANA FP | Keap1 Nrf2 FP
- CC1CCC(NS(=O)(=O)c2ccc3c(c2)CC(=O)N3)CC1 (stereo not given)
→ -9.7 | 0.7 | 0.4 | -3.6 | 2.8 | -16.5 | -10.2 | -1.0 | -3.3 | -2.1 | 3.5
- CCCC(=O)c1cc(-c2nc3ccccc3n2C)n(C)c1
→ -2.8 | 2.6 | 0.6 | -1.7 | -4.1 | -20.6 | -7.1 | 0.9 | -3.0 | 0.3 | 2.1
- CC1CCN(CCCN2C(=O)C3C(C(=O)Nc4ccc(Cl)cc4)C4C=CC3(O4)C2C(=O)NC2CCCCC2)CC1 (stereo not given)
→ -10.2 | 0.7 | -1.0 | -9.6 | -4.1 | 6.1 | -31.0 | -10.1 | -5.1 | -0.9 | 1.1
- Cc1cc(C(=O)N/N=C/c2ccccn2)n[nH]1
→ -10.4 | -11.0 | 0.1 | -11.6 | -1.9 | 0.7 | 32.0 | -2.6 | -3.2 | 0.1 | -7.6
- COc1ccccc1C(=O)Nc1nnc(S(=O)(=O)N2CCCCC2)s1
→ 7.5 | -2.1 | -0.3 | -2.8 | -12.9 | -17.2 | -6.2 | -16.4 | -3.1 | 0.5 | 2.7
- CCn1c(P(C)(=O)O)nc2cc(NC(=O)c3ccccc3Cl)ccc21
→ 5.6 | 0.1 | 0.1 | 0.5 | 9.6 | 0.8 | -0.4 | 1.5 | -6.2 | -0.6 | -1.9
- O=C1CC(N2CCc3ccccc32)C(=O)N1c1ccccc1 (stereo not given)
→ 19.8 | -3.6 | 1.2 | -2.0 | -1.9 | -0.4 | 8.6 | 7.3 | -4.8 | -0.4 | -2.8
- COc1cc2c(C#N)c(N3CCN(c4ccccc4OC)CC3)nc(N)c2c(N)n1
→ -16.0 | -1.3 | -0.3 | 5.1 | 3.5 | x | -4.4 | -4.8 | 3.5 | -0.9 | -1.3
- COc1cc(/C=C2\SC(=O)N(CCNC(=O)c3sc4cc(F)ccc4c3Cl)C2=O)cc(OC)c1OC
→ 10.5 | -3.1 | -0.7 | -6.1 | 31.8 | 2.1 | x | 10.5 | 5.5 | -0.4 | 0.6
- COC(CN1CCc2c(C)nc3c(C#N)cnn3c21)OC
→ -8.3 | -4.1 | -2.6 | 10.4 | -6.6 | -0.4 | 7.7 | -8.4 | -3.1 | -0.8 | -3.0
- CC(=O)c1ccc(NC(=O)c2ccc3c(=O)n4c(nc3c2)CCCCC4)cc1
→ -2.5 | -2.2 | -2.7 | -5.9 | 3.9 | 4.8 | -18.3 | -21.8 | -0.6 | 0.2 | -9.8
- CCOC(=O)CSc1nnc(CNC(=O)c2cccs2)n1Cc1ccccc1
→ 26.9 | 3.5 | 1.0 | 2.9 | 4.1 | -2.3 | 14.7 | -1.3 | -5.6 | -1.9 | -4.5
- Cc1ccccc1NC(=O)COC(=O)CCSc1ccccc1
→ 0.5 | -6.7 | -0.9 | -1.2 | 7.1 | 199.5 | -11.7 | -3.6 | 4.9 | 1.3 | 0.2
- Cc1nn(Cc2ccccc2Cl)c(C)c1NC(=O)NC12CC3CC(CC(C3)C1)C2
→ -14.5 | -0.2 | -1.1 | -2.6 | 9.2 | -22.6 | 24.0 | -9.7 | -0.1 | 0.3 | -1.4
- CCOC(=O)c1sc(NC(=O)c2ccc(S(=O)(=O)N(C)C)cc2)nc1C
→ 13.0 | 2.6 | -1.4 | 3.0 | 6.1 | 6.5 | 8.7 | -5.3 | -3.7 | -1.3 | -3.0
- CCOc1ccccc1/C=N/NC(=O)CSc1n[nH]c(=O)[nH]c1=O
→ -16.0 | -1.3 | -1.0 | -19.0 | 1.3 | -7.9 | -11.4 | 0.4 | -5.0 | -1.3 | -3.4
- Cc1cc(C(=O)Nc2ccc(Cl)cc2)c(C)n1Cc1cccs1
→ -10.9 | 0.1 | 2.5 | -10.3 | 9.1 | 283.1 | -18.8 | 3.4 | 2.6 | -1.4 | -1.2
- CCC1CCC2(CC1)NC(=O)N(CC(=O)c1c(C)[nH]c3ccccc13)C2=O (stereo not given)
→ -8.0 | -3.4 | -0.7 | -4.0 | -2.1 | -5.8 | -3.4 | 1.1 | -3.0 | 0.6 | -0.5
- COc1ccc(OC)c(NC(=O)CNC(c2ccccc2)c2ccccc2)c1
→ -22.5 | -1.8 | 2.4 | -2.0 | -0.2 | -7.9 | 24.6 | -10.9 | 0.1 | -0.7 | -1.6
- COc1ccc2c(c1)c1nc3ccccc3nc1n2Cc1ccc(OC(C)C)c(OC)c1
→ -6.1 | -2.2 | -1.6 | -4.8 | 0.0 | -2.6 | -5.5 | 0.5 | 15.2 | 12.9 | -2.0
- CCOC(=O)c1sc2ncnc(N3CCN(C(=O)OCC)CC3)c2c1C
→ -6.9 | -0.6 | 0.7 | 4.2 | 2.0 | -5.9 | 5.7 | -1.6 | 4.0 | 1.6 | -0.6
- C/C(=N\Nc1cccc2cccnc12)c1ccc(N)cc1
→ -3.7 | 8.7 | -3.3 | 3.6 | -2.0 | 7.1 | 7.2 | -9.9 | 0.1 | -3.2 | -2.7
- COc1ccc(NC(=O)CN(C)C(=O)CCC2CCCC2)cc1
→ -5.6 | 0.0 | 0.2 | -5.3 | 2.7 | 1.9 | -5.5 | -3.8 | -3.7 | -1.2 | -1.3
- CCCCc1nc2cc(C(=O)N3CCCC(COC)C3)ccc2o1 (stereo not given)
→ -13.7 | -2.6 | -4.2 | -13.3 | -1.4 | -6.8 | -3.9 | -4.1 | 2.5 | 0.8 | -11.2
- Cc1cc(S(=O)(=O)ON2C(=O)c3ccccc3C2=O)ccc1F
→ -8.7 | -0.2 | 0.7 | -4.6 | 4.1 | -3.2 | -13.3 | -3.7 | 2.5 | 1.5 | -5.7
- O=C(COC(=O)C1=COCCO1)NCc1ccc(F)cc1
→ 3.8 | -1.0 | 1.4 | 3.0 | 18.2 | -7.7 | -2.2 | -7.1 | -8.3 | 1.6 | -3.3

Screens as filed in PubChem BioAssay.
